Screening results (PubChem BioAssay)
NPR1 activator – GC-A (human) enzyme activation | activation, % at 10 µM | P16066 | 370,000 compounds, 0.14% hits | HEK293 GC-A cells, cGMP TR-FRET, EC30 ANP; 0% at EC30 ANP, 100% saturating ANP; in the data active = activation above about 40%
ssDAF-12 act – activates DAF-12 receptor from parasite S. stercoralis; 370,000 compounds, 1% hits; HEK293 ssDAF-12/GRIP1 lit1-tk-luc reporter, luminescence; % of 3 µM dafachronic acid response; activation, % at 6.8 µM;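 active = activation above the mean over all tested compounds plus 3 SD, cut at about 0.9% in these data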;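 also: 0% = DMSO-only wells and 100% = 3 µM delta7-dafachronic acid wells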
hcDAF12 agonist – H. contortus DAF-12 activation, primary screen | HEK293 hcDAF-12 lit1-tk-luc reporter, luminescence; 0% DMSO, 100% Δ7-dafachronic acid | activation, % at 6.8 µM | 370,000 compounds, 1.4% hits;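 active = activation above the mean of all tested compounds plus 3 SD, cut at about 5.5% in these data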;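 also: 100% = response to 3 µM Δ7-dafachronic acid high control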
DAX1 inh-1 – inhibitors of human orphan nuclear receptor DAX1 (NR0B1) | HEK293 Gal4-DAX1 luciferase reporter, luminescence | 340,000 compounds, 0.99% hits | AID 504766 | P51843 | inhibition, % at 6.75 µM;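 active = inhibition above the mean over all tested compounds plus 3 SD, cut at about 4.2% in these data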;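 also: 0% = DAX1-transfected cells with DMSO and 100% = empty-vector control cells with DMSO; inhibition shows as a rise in luminescence from relieved DAX1 repression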
Target sequence (P51843 207-470 limits assumed): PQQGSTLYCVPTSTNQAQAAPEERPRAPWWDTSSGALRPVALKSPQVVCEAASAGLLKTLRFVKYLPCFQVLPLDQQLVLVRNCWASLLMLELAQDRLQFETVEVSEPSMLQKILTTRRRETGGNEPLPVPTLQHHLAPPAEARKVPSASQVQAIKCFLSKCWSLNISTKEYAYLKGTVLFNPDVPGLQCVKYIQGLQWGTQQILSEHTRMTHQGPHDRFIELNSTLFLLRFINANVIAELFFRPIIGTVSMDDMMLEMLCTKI
ADAM17 inh – inhibitors of human ADAM17. P78536. recombinant ADAM17, EDANS/DABCYL FRET peptide cleavage. inhibition, % at 6.95 µM. 370,000 compounds, 0.83% hits. AID 720648;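 active = inhibition above the mean of compounds lying between control limits plus 3 SD, set per campaign, cut at about 8.5% in these data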;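 also: 0% = DMSO-only wells as the low control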
Target sequence (P78536 215-824 limits assumed): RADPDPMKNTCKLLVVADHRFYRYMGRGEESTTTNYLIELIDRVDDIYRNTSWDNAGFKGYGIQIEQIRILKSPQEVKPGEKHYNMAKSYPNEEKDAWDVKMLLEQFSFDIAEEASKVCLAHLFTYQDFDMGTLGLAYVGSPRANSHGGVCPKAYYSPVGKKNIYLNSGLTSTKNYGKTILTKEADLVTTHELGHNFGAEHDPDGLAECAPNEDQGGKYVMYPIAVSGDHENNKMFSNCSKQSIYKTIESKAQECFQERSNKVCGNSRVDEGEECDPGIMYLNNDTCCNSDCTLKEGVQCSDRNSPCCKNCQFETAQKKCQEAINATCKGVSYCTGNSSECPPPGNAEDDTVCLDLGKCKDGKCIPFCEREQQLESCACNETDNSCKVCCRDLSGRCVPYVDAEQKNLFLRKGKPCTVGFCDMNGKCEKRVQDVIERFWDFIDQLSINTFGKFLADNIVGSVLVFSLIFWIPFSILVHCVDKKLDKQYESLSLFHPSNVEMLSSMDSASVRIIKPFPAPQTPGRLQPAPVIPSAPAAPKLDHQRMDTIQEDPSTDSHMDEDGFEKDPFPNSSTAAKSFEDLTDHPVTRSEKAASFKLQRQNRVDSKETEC
PG9 binder – binds the HIV-1 gp120 antibody PG9 | TR-FRET gp120-PG9 antibody binding | inhibition, % at 6.7 µM | 360,000 compounds, 0.43% hits | AID 624416; in the data active = inhibition above about 8.5%
GAA850 FXN act – frataxin GAA850 promoter activation; activation, % at 6 µM; 360,000 compounds, 0.56% hits; HEK293 lucGAA850 FXN promoter luciferase reporter, 24 h; percent of 10 µM SAHA response;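 active = activation above the average of all compounds screened plus 3 SD, cutoff fixed separately per campaign, cut at about 7.5% in these data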;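 also: 0% = DMSO wells and 100% = 10 µM SAHA wells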
DAX1 inh-2 – DAX1 (NR0B1) inhibition, primary screen | AID 652010 | HEK293T StAR-luciferase reporter, SF-1/DAX-1 repression relief | 370,000 compounds, 1.1% hits | inhibition, % at 6.8 µM;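 active = inhibition above the mean over all tested compounds plus 3 SD, cut at about 3.6% in these data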;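 also: 0% = DAX-1 cells with DMSO and 100% = cells lacking DAX-1 with DMSO; higher inhibition means more luminescence from relief of DAX-1 repression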
SMARCA2 act – increases SMARCA2 function in MMTV reporter cells; MG213 cells, MMTV-luciferase reporter, dexamethasone, overnight; activation, % at 9.1 µM; 370,000 compounds, 1% hits; in the data active = activation above about 7.8%;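 also: 0% = vehicle wells and 100% = reference activator wells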
hgDAF-12 ag – activates the H. glycines DAF-12 receptor ligand-binding domain; HEK293 GAL4-hgDAF12 UAS-luciferase reporter, agonist luminescence; normalized to butyrate control; activation, % at 6.8 µM; 370,000 compounds, 1.8% hits;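 active = activation above a cutoff set at the mean of all screened compounds plus 3 SD, cut at about 10% in these data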;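 also: 0% = DMSO wells and 100% = sodium butyrate wells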
ADAM10 inh – inhibitors of human ADAM10 | O14672 | recombinant ADAM10, EDANS/DABCYL FRET peptide cleavage, 3 h | inhibition, % at 7 µM | 370,000 compounds, 0.62% hits | AID 720582;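 active = inhibition above a per-campaign cutoff equal to the mean of compounds falling between control-based bounds plus 3 SD, cut at about 20% in these data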;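 also: 0% = DMSO wells while the 100% control is not disclosed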
Starred values were filed as active, the others as inactive; x = no result given.

Molecule	ssDAF-12 act	hcDAF12 agonist	DAX1 inh-1	ADAM17 inh	NPR1 activator	GAA850 FXN act	DAX1 inh-2	PG9 binder	ADAM10 inh	hgDAF-12 ag	SMARCA2 act
Cc1cc(=O)oc(C)c1C(=O)NCCN1CCOCC1	-1.8	-0.1	0.1	-4	1	0.4	0.5	1.1	6	1.8	1
CCOC(=O)c1sc2nc(CSc3ccccc3Cl)[nH]c(=O)c2c1C	-1.7	-1.0	-1.4	-2	3	0.3	0.2	-0.3	-3	-1.6	4
O=C(CNC(=O)c1ccco1)N=Nc1c(O)[nH]c2ccc([N+](=O)[O-])cc12	-0.6	0.9	0.5	-1	-8	-0.1	-0.1	-3.8	1	0.8	-2
CCOCc1cc(CN2CCC(CCC(=O)NC3CC3)CC2)ccc1OC	-1.1	1.1	-0.2	-1	2	0.8	0.1	-0.2	0	2.6	-1
CCCNC(=O)Cc1c(C)n(C(=O)c2ccc(Cl)cc2)c2ccc(OC)cc12	-1.6	-3.7	-0.5	-4	1	3.4	-3.0	0.3	-24	-2.9	-1
O=C(Nc1ccncc1)c1ccc2c(c1)C(=O)N(C1CCCCC1)C2=O	-2.0	-2.2	-3.3	-2	1	-5.0	-2.2	-0.9	0	-3.3	-3
CCOc1ccc(Nc2cc(=O)[nH]c(=O)[nH]2)cc1	-1.2	-1.1	-1.4	0	5	0.7	0.6	-1.2	17	2.8	0
Nc1[nH]c(C(=O)c2ccccc2)c(-c2ccc(Cl)cc2)c1C(=O)c1c[nH]c2ccc(F)cc12	-0.7	2.1	x	-2	-7	x	0.3	-1.0	0	-1.0	3
COc1ccc2nc(Cl)cc(Cl)c2c1	-2.0	1.5	2.2	-1	3	0.8	0.1	-4.2	2	-2.6	-2
C=C(C)CSc1nnc2n(N)c(=O)c3ccccc3n12	-0.8	-0.8	2.2	-5	9	2.5	0.8	-1.3	-10	2.8	2
CCOc1ccc(CN(C)C(=O)c2ccc3ccccc3n2)cc1	-0.7	2.3	0.4	-1	0	-0.1	-0.2	-0.6	5	-1.9	1
COCCCNc1oc(-c2ccccc2Cl)nc1C#N	-1.4	0.1	0.2	-13	7	4.2	-0.1	0.6	-60	4.8	1
Cc1c(C(=O)OCC(=O)N2c3ccccc3CC2C)oc2ccccc12 (configuration not stated)	-0.3	0.2	0.8	0	-2	0.5	0.1	-0.4	10	1.1	-3
COC(=O)C1C2C=CC(C3CC23)C1C(=O)OCC(=O)c1ccc(OC)cc1 (configuration not stated)	-1.1	-1.7	0.6	-3	2	0.4	-0.6	0.7	-1	-0.8	0
Cc1cc(NS(=O)(=O)c2ccc(NC(=O)c3cccnc3)cc2)nc(C)n1	-0.8	-2.4	-0.8	-3	4	-0.7	-0.1	-2.1	-1	-0.1	1
COc1ccc(S(=O)(=O)N(CC(=O)NCc2ccncc2)c2cc(C)cc(C)c2)cc1OC	-0.7	0.9	1.1	-1	-7	-1.6	-0.1	-2.9	-1	-4.5	0
CC(C)[C@@H]1OC(=O)[C@@H]2CCCN2C(=O)[C@H](C)OC(=O)[C@H](C)[C@@H](C(C)C)NC(=O)[C@@H]2CCCN2C(=O)[C@H]([C@H](C)Cc2ccccc2)NC(=O)[C@@H]2CCCN2C(=O)[C@@H](C(C)C)N(C)C1=O	-1.7	-2.1	x	-2	-2	x	x	x	-4	1.0	x
C=C[C@@H]1c2cc(C)ccc2N(S(=O)(=O)c2ccc(C)cc2)[C@H](c2ccccc2)C1(C#N)C#N	-0.5	2.0	-0.1	-2	-7	0.4	1.3	0.1	9	1.5	-2
CCN(CC(=O)NC1CCS(=O)(=O)C1)S(=O)(=O)c1ccccc1 (configuration not stated)	-2.0	1.4	-1.2	-7	3	-1.1	0.0	0.8	-7	-0.6	-3
CC(C)(C)c1ccc(C(=O)N2CCC(C(=O)NCCC3=CCCCC3)CC2)cc1	-0.9	-2.1	-1.1	-3	1	-1.0	-1.0	-0.3	10	0.0	-2
Cc1cc(C(=O)OCC(=O)N(CC(C)C)c2c(N)n(Cc3ccccc3)c(=O)[nH]c2=O)c(C)o1	-0.8	-1.1	-0.9	-2	0	-3.9	0.0	1.1	-5	-1.2	0
CCCNc1c(NS(=O)(=O)c2cccs2)c(=O)oc2ccccc12	-1.4	-0.3	0.4	-2	-4	1.9	-0.2	-2.3	-6	-1.0	1
CC(=O)C1CCC2C3CC(C)C4(O)CC(=O)CCC4(C)C3C(O)CC12C (configuration not stated)	-0.7	-0.7	-0.1	-7	1	0.5	-0.5	-1.4	-10	-3.1	-1
Clc1ccc(CSC2=NCCCN2)cc1Cl	-0.8	-0.5	1.6	-5	-1	-4.6	-0.3	0.9	1	-0.6	2
O=C(COC(=O)c1ccc(F)cc1)NCc1ccc(F)cc1	-1.7	0.2	1.0	0	0	-1.1	0.8	-2.5	-3	-0.7	-2
CCc1ccc(NS(=O)(=O)c2cc3c(cc2C)n(C)c(=O)c(=O)n3C)cc1	-2.0	-1.2	1.1	0	6	-4.4	-1.7	-4.1	-13	-0.8	-3
O=C(O)C(Nc1nc(C(F)(F)F)nc2ccccc12)c1ccccc1 (configuration not stated)	-0.8	-0.8	2.9	1	1	1.3	-0.1	-2.3	20*	-1.9	-1
COc1cccc(CNC(=O)CN(C)S(=O)(=O)c2ccc3c(c2)c(=O)n(C)c(=O)n3C)c1	-1.4	2.1	0.8	-4	0	-0.2	0.4	-1.4	-8	-1.2	0
C[C@@]12C(=O)N(c3ccccc3)C(=O)N1[C@@H]1c3ccccc3OC[C@@H]1[C@H]2c1ccccc1	-1.4	-0.7	-0.5	3	-1	-2.5	0.1	1.2	15	1.1	-3
O=C(CCn1c(=O)sc2ccccc21)NCCCn1ccnc1	-0.8	3.6	0.6	0	1	-0.3	0.2	-1.9	5	-1.4	1
CCOc1ccc(S(=O)(=O)NCCC(=O)NCC(c2ccc(OC)cc2)N2CCCC2)cc1 (configuration not stated)	0.7	-0.3	1.0	-4	-3	-2.1	-0.6	-0.7	-19	3.7	0
O=C1Nc2c(Cl)cc(Cl)cc2C1=O	-0.1	-0.8	1.8	-19	-15	-0.5	0.5	2.3	-56	-1.7	-1
CC(C)(C)c1ccc(-c2nnc(SCC(=O)O)n2N)cc1	-1.2	0.5	0.2	-1	0	-0.7	0.1	0.8	-3	3.3	-8
CC(Sc1nc(N)cc(N)n1)C(=O)NCC1CCCO1 (configuration not stated)	-0.6	-0.4	1.2	0	-1	0.7	-0.8	-0.4	-2	0.2	0
CCCNC(=O)C1(C)CCCN(Cc2ccc(Cl)cc2)C1 (configuration not stated)	-1.1	0.4	x	-2	-2	1.6	-0.6	-0.5	-2	0.5	0
Cc1cc(OCCCn2cnc3ccccc3c2=O)ccc1[N+](=O)[O-]	-1.3	-1.1	-0.1	2	-4	-1.7	-0.5	-2.5	3	0.6	1
CC(C)Oc1ccc(C(CC(=O)O)NC(=O)CSc2ncn[nH]2)cc1 (configuration not stated)	-1.1	-2.3	1.1	-2	-2	2.7	0.5	0.1	-1	-2.6	-1
COCCCNC(=O)CN(c1cc(Cl)ccc1OC)S(C)(=O)=O	-0.2	-0.3	0.0	-1	-3	0.2	0.7	1.1	2	-1.6	0
CCOC(=O)c1c(C)n(C)c2ccc(O)c(CN3CCCCC3)c12	-0.5	3.3	0.5	-1	0	-0.3	-0.6	-2.0	-1	3.0	1
O=S(=O)(c1ccc(Cl)cc1)n1cccn1	-1.2	1.4	3.0	-6	7	2.8	0.3	0.5	-6	1.0	-4
CNC(=O)CC1C(=O)N(C)C(=S)N1NC(=O)c1ccccc1 (configuration not stated)	-1.6	3.5	1.5	-1	4	1.5	0.1	1.1	4	1.3	-4
O=C(CCc1ccccc1)Nc1ccc(NS(=O)(=O)c2ccccc2)cc1	-0.5	-1.5	-1.4	3	-7	-1.2	-0.4	-0.9	8	4.3	3
O=C(CCc1ccccc1)NNC(=O)c1ccco1	-0.6	-0.3	-0.7	-3	-1	0.5	-0.6	-1.2	-6	1.0	0
CCOCc1nnc(NC(=O)c2ccco2)s1	-0.4	-2.0	0.1	1	3	0.0	0.0	0.7	0	0.2	-1
CC1=C(C(=O)OC(C)C)C(C)NC(=O)N1 (configuration not stated)	-1.0	-1.8	-1.0	2	-4	2.8	0.2	-3.1	3	0.5	5
CC(C)NC(=O)C1C(c2ccc(C(F)(F)F)cc2)=Nc2ccccc2N1C(=O)c1cccc2ccccc12 (configuration not stated)	1.1*	4.9	x	-2	0	x	1.3	0.0	-6	9.2	1
CCCCCOC(=O)NCCOC(=O)Nc1ccc(C(=O)OCC)cc1	-1.2	-1.9	0.2	-1	1	-3.5	0.0	0.4	2	-1.8	-3
CCOc1ccc(S(=O)(=O)Nc2ccn(C)n2)cc1	-0.6	-0.1	0.7	-3	7	1.4	0.1	-0.1	-11	-2.5	-2
CN(C)c1ccc(-c2nnn(CC(=O)NCc3ccc4c(c3)OCO4)n2)cc1	-1.1	0.7	-0.2	3	-3	2.8	0.6	7.0	4	1.4	3
CCNC(=O)C1(C)CCCN(C(=O)c2cc(C)n(C(C)(C)C)n2)C1 (configuration not stated)	-1.2	1.1	x	-7	-1	1.1	-0.5	-2.8	-2	-3.2	2
Cc1nn(Cc2noc(C(=O)NCC3CCCO3)n2)c(C)c1Br (configuration not stated)	-1.3	-0.9	0.9	-3	0	1.3	0.4	-1.9	-2	-1.1	7
CCN1CCN(c2cc(C)c3cc(NC(=O)c4ccc5c(c4)OCO5)ccc3n2)CC1	-1.1	-1.9	0.0	0	3	-1.7	-0.1	0.5	-11	5.3	4
C=CCn1c(SCC(=O)NC(=O)NCc2ccco2)nc2sc(C)c(C)c2c1=O	-1.8	-2.6	-0.3	-1	-12	0.4	-1.3	23*	2	-2.4	3
Cc1ccc(-c2noc(CCC(=O)N3CCCC3)n2)cc1	-1.0	-0.9	0.1	-3	-1	1.4	0.6	0.9	0	1.5	1
COc1ccccc1NC(=O)CC(=O)CSc1nnc(-c2ccc(C)cc2)n1-c1ccccc1	-0.7	-0.1	-0.6	0	-1	2.0	-0.6	-3.6	6	0.2	-1
CC(C)(C)C(=O)N(Cc1nc2ccccc2c(=O)[nH]1)Cc1cccs1	-0.9	-0.5	-0.7	-3	-2	-0.1	0.3	-0.4	6	-1.0	-3
O=C(NC1CCCC1)c1ccc(CS(=O)(=O)Cc2ccccc2F)o1	-1.5	-2.7	0.1	-6	2	0.4	1.0	0.0	-7	-0.4	-4
